Bioassay records deposited in PubChem BioAssay by National Center for Advancing Translational Sciences (NCATS).
p53ts 32C tox = qHTS Screen for Compounds that Selectively Target Cancer Cells with p53 Mutations: Cytotoxicity of p53ts Cells at the Permissive Temperature; Potency, µM (series often up to 46.1 µM), for inactives: at the highest dose activity change, negative = cytotoxicity, most hits filed as cytotoxic; H1299-p53A138V at 32C, ATP luminescence viability, 24 h; AID 924, 2007; hit rate 0.93% among 130,000;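 also: 0% = DMSO and -100% = full killing by reference compound; nearly all actives have a fitted effect of over 55% in size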
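H1299-p53 A138V cells (temperature-sensitive p53) exposed 24 h to up to 46 uM compound at 32C, where p53 is wild-type in conformation. Viability read as ATP luminescence and normalised to DMSO and 100 uM tamoxifen. AC50 fitted with the Hill equation.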
IkB sig inh = IkB Signaling | AID 445, 2006 | Potency, µM (doses to about 57.1 µM), inactives show top-dose IkBa stabilization activation | ABC-DLBCL IkBa-CBG/CBR dual luciferase ratio, 4 h; response scale: scaled: untreated 0%, proteasome inhibitor 100% | hit rate 0.04% among 110,000; active = well fitted curve in the direction sought with a large enough effect in the signal ratio, not every such curve was filed as active; inconclusive = small, poorly fitted or top-dose-only effect, or a change in a side signal; the % refers to the signal ratio;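 also: the direction sought is a rising ratio; 0% = basal untreated cells and 100% = reference inhibitor full response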
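In this assay, an IκBα–CBG68 fusion accumulates when IKK-driven degradation is blocked; native CBR normalizes for cell number. OCI-Ly3 cells were treated 4 h with compound and doxycycline, then green and red light read after Chroma-Glo addition.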
Peg3 imprint = qHTS Assay for Compounds that Induce Erasure of Genomic Imprints | hit rate 0.02% among 110,000 | mouse ES Peg3-LacZ reporter, beta-gal luminescence, 40 h | Potency, µM (top dose mostly 60.7 µM), inactives show top-dose activity change, positive = activation, actives largely listed as activators;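 also: 0% = negative control wells on the plate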
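Imprint erasure is scored as LacZ activity from the silenced maternal Peg3 allele in feeder-free female ES cells cultured 40 h with LIF. Luminescence is normalized to in-plate negative controls and fitted to the Hill equation.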
p53ts 39C kill = qHTS Screen for Compounds that Selectively Target Cancer Cells with p53 Mutations: Cytotoxicity of p53ts Cells at the Nonpermissive Temperature. hit rate 1.5% among 130,000. AID 902, 2007. Potency, µM (highest dose often 46.1 µM), inactives show at the highest dose activity change, negative = cell killing, hits mostly cytotoxic. H1299-p53A138V viability at 39C, ATP luminescence, 24 h; also: nearly all actives have a fitted effect of over 55% in size
* marks the source's active call; other numbers are inactive results; ? = inconclusive; / = no result given; & = joins results of further samples; [ ] = another dose, or the depositor's remark. Unless noted, calls follow the shape of the dose curve; as a rule, active = well fitted curve in the direction sought with a large enough effect; inconclusive = small, poorly fitted or top-dose-only effect, or another doubt; inactive = no such curve, though single readings can be large; an effect the other way counts as inactive or inconclusive. Unless noted, % is scaled to controls: 0 for no effect and ±100 for the full control effect; potency is read from the fitted curve at half-maximal effect. Random draw from the library, and some 1.7% of all compounds hit somewhere here.

structure,IkB sig inh,p53ts 32C tox,Peg3 imprint,p53ts 39C kill
Cn1c(SCc2nn[nH]n2)nc2c1c(=O)n(Cc1ccccc1Cl)c(=O)n2C,-0.3%,-6%,-3%,1%
COC(=O)c1cc(NC(=O)C2CC2)cc(C(=O)OC)c1,0.0%,7%,-2%,7%
COc1ccc(N2CCN(CCCNC(=O)c3cnn(-c4ccc(C)cc4)c3-n3cccc3)CC2)cc1,?,1%,-18%[10.9 µM],-8%
CC1(C)Cc2c(sc3c2c2ncnn2c2nnc(SCC(=O)NCc4ccco4)n32)CO1,6.8%,27%,11%,20%
CC#CCOC(=O)C1=CCCN(C)C1,0.6%,7%,-6%,7%
COc1ccc(S(=O)(=O)N2Cc3ccccc3CC2C(=O)N2CCOCC2)cc1 (stereo unspecified),3.3%,6%,10%,2%
Cc1ccc(CNC(=O)C2CCC(CNS(=O)(=O)c3ccc4c(c3)CCCC(=O)N4)CC2)cc1 (stereo unspecified),4.1%,7%,9%[10.9 µM],-2%
CCOC(=O)C1CCN(c2nc3c(S(=O)(=O)c4ccccc4)nnn3c3ccsc23)CC1,-0.2%,-14%,-21%[10.9 µM],-17%
COC(=O)c1ccccc1N1C(=O)[C@@H]2C(c3ccc(F)cc3)=NO[C@@H]2C1=O,3.6%,9%,-15%,-4%
Cc1sc2nc(SC(C)C)nc(N)c2c1C,/,-13%,/,-14%
CC(C)(C)OC(=O)N1CCC(c2c(C(=O)NCc3ccccn3)cnn2-c2ccccc2)CC1,3.8%,-3%,3%[10.9 µM],3%
CCC/C=C(\CCC)C(NC(=O)c1ccc(-c2ccccc2)cc1)c1ccc(C(=O)OC)cc1 (stereo unspecified),/,-3%,2%,6%
COc1ccccc1-c1cc(N(C)Cc2ccco2)ncn1,-0.3%[11.4 µM],10%,?,-5%
Cc1sc2nc3c4ccccc4c(NCc4ccco4)nn3c(=O)c2c1C,?,?,-78%[inhibitor],?
Cc1ccc(-n2nc3c(N4CCC(C(=O)NCCc5ccccc5)CC4)nnc(C)c3c2C)cc1,0.5%,-19%,-8%[10.9 µM],-12%
Cc1ccc(C)c(NS(=O)(=O)c2cc3c4c(c2)C(C)C(=O)N4CCC3)c1 (stereo unspecified),6.2%,5%,16%[10.9 µM],9%
CCOc1ccc(N(Cc2cc3ccc(C)cc3[nH]c2=O)C(=O)COC)cc1,3.9%,2%,4%,3%
O=C(Nc1ccccc1Cl)c1cnccn1,-1.0%,-9%,-10%,-22%
Cc1noc(C)c1S(=O)(=O)N1CCCC(C(=O)NCc2ccccn2)C1 (stereo unspecified),-0.6%,6%,5%,-7%
c1ccc(B2OC[C@@H]3OB(c4ccccc4)O[C@H]([C@@H]4COB(c5ccccc5)O4)[C@@H]3O2)cc1,0.6%[11.4 µM],-1%[9.22 µM],0%[10.9 µM],1%[9.22 µM]
CSCCOC(=O)c1[nH]c2c(c1C)C(=O)CC(c1ccco1)C2 (stereo unspecified),?,3%,-26%,-17%
Cc1ccc(C(=O)c2c[nH]cc2-c2ccccc2)cc1,/,-3%,/,2%
COc1ccc(N(CC(=O)N2CCc3ccccc3C2)S(=O)(=O)c2c(C)[nH]c(=O)[nH]c2=O)cc1,-0.8%,-8%,?,2%
Cc1cc(C)c(OCC(=O)Nc2ccc3c(c2)OCO3)cc1C,0.6%,-14%,14%,-8%
COc1ccc(C2=CC(c3ccccc3Cl)n3nc(-c4ccc(Cl)cc4)nc3N2)cc1 (stereo unspecified),?,3%,-7%[10.9 µM],-1%

Compound profiles, from the list above. Values in the order: IkB sig inh | p53ts 32C tox | Peg3 imprint | p53ts 39C kill
`CCOC(=O)C1CCN(c2nc3c(S(=O)(=O)c4ccccc4)nnn3c3ccsc23)CC1` reads -0.2% | -14% | -21%[10.9 µM] | -17%
`Cc1sc2nc3c4ccccc4c(NCc4ccco4)nn3c(=O)c2c1C` reads ? | ? | -78%[inhibitor] | ?

Going on with the list.
structure,IkB sig inh,p53ts 32C tox,Peg3 imprint,p53ts 39C kill
CCCC(=O)N1CCc2cc(OC)c(OC)cc2C1COc1ccc2c(C)cc(=O)oc2c1 (stereo unspecified),?,-2%,15%[10.9 µM],21%
c1csc(CNc2nc3ccccc3n2CCN2CCOCC2)c1,0.1%,4%,-8%,-2%
O=C(CN(C(=O)CNS(=O)(=O)c1ccccc1)C1CCCC1)NCC1CCCO1 (stereo unspecified),1.4%,5%,3%,1%
COc1cccc(NC(=O)c2ccc3snnc3c2)c1,/,-20%,/,-21%
COc1nc(OC)nc(N2CCC(C(=O)Nc3cccc4ccccc34)CC2)n1,2.5%,8%,-6%,8%
CN(C)CCCOC(=O)c1ccc(Br)cc1,-0.7%,-9%,-8%,25%
CC1CCCN(Cc2nc3c(c(=O)n(C)c(=O)n3C)n2CCCc2ccccc2)C1 (stereo unspecified),-0.4%,-4%,-1%,14%
O=C(CSc1nnc(CNC(=O)c2c(F)cccc2Cl)o1)Nc1ccccc1,2.3%,0%,-7%,3%
CCN(c1ccccc1)S(=O)(=O)c1ccc(NC(=O)c2nc(SC(C)C)ncc2Cl)cc1,-0.8%,9%,24%[10.9 µM],-22%
C=CCNC(=O)C1CCN(c2nc(C)cc(-c3ccccc3)n2)CC1,-0.2%,4%,-12%,2%
COc1ccc(CN(CC(=O)NCC2CCCO2)C(=O)CCC(=O)Nc2cc(C)on2)cc1 (stereo unspecified),0.3%,3%,-7%,4%
COc1ccc(Br)cc1-c1noc(-c2ccccc2F)n1,-1.7%,13%,12%,-1%
COC(=O)c1ccc(CSc2nc3c(c(=O)[nH]2)CCC3)cc1,?,2%,-7%[10.9 µM],31%[activator]
O=C1c2ccccc2S(=O)(=O)N1Cc1cc(=O)n2ccsc2n1,0.8%,-4%,6%,-11%
CCCCc1ccc(S(=O)(=O)Nc2cc(C)on2)cc1,2.2%,-4%,2%,-1%
OCCCNCc1cccc2ccccc12,2.8%,-8%,-11%,-3%
O=C1c2[nH]nc(-c3ccccc3O)c2C(c2ccc(F)cc2)N1CC1CCCO1 (stereo unspecified),4.8%,14%,-4%,3%
Cc1ccc(NC(=O)CSc2cn(CC(=O)N3CCCCCC3)c3ccccc23)cc1,?,3%,-11%[10.9 µM],-23%
O=C(Nc1ccc(F)cc1)Nc1nnc(SCC(=O)N2CCCCC2)s1,-0.5%,7%,-7%[10.9 µM],-22%
CN(Cc1ccncc1)C1CC(=O)N(c2ccc(Cl)cc2)C1=O (stereo unspecified),1.5%,-6%,-9%,-9%
CCn1cc(C(=O)NCc2ccc(Cl)cc2)c(=O)c2cc(S(=O)(=O)N3CCc4ccccc4C3)ccc21,?,0%,-5%[10.9 µM],16%
CC(=O)c1cccc(NC(=O)CCS(=O)(=O)c2cccc3nonc23)c1,0.3%,0%,-11%,-16%
OCCOCCNc1ncnc2nc[nH]c12,4.1%,6%,-10%,10%
C(=N\n1cnnc1)/c1ccc2c(c1)OCCO2,0.2%,7%,-22%,12%
Cc1cccc(-c2nc(CS(=O)CC(=O)NCC3CCCO3)c(C)o2)c1 (stereo unspecified),-0.6%,0%,-14%,-4%

Next part; it opens with the three that closed the last part.
structure,IkB sig inh,p53ts 32C tox,Peg3 imprint,p53ts 39C kill
OCCOCCNc1ncnc2nc[nH]c12,4.1%,6%,-10%,10%
C(=N\n1cnnc1)/c1ccc2c(c1)OCCO2,0.2%,7%,-22%,12%
Cc1cccc(-c2nc(CS(=O)CC(=O)NCC3CCCO3)c(C)o2)c1 (stereo unspecified),-0.6%,0%,-14%,-4%
COc1cccc(NS(=O)(=O)c2cc3c4c(c2)C(C)C(=O)N4CCC3)c1 (stereo unspecified),-0.8%,-5%,-16%[10.9 µM],12%
CCCC(=O)c1cc2cc(Cl)ccc2oc1=O,0.2%,1%,3%,9%
COc1ccc(CNC(=O)CSc2nc3nc(C)cc(C)n3n2)cc1,0.3%,-1%,-6%,2%
CN1CCC(NC(=O)c2cccs2)CC1,3.4%,-4%,-9%,0%
Cc1ccc2c(c1)N(CC(=O)N(Cc1ccc3c(c1)OCO3)CC1CCCO1)C(=O)C(C)O2 (stereo unspecified),-1.3%,3%,4%,2%
COc1cc(NC(=O)CCCSc2nc(-c3ccco3)cc(C(F)(F)F)n2)cc(OC)c1OC,?,-7%&4%,-7%[10.9 µM],-8%&-8%
CCCCN(CC)CCNC(=O)c1cc2c(=O)[nH]c3ccccc3c2n1C,-3.7%,-5%,-13%[10.9 µM],-6%
CCOc1ccc(CSCCNC(=S)Nc2ccccc2)cc1,/,0%,/,-23%
CCC(C)c1c(O)nc(SCC(=O)N2CCOCC2)[nH]c1=O (stereo unspecified),-0.6%,-1%,1%,5%
CNC(=O)COc1ccc(NC(=O)CCn2nc(-c3ccc(C)cc3)c3ccccc3c2=O)cc1,2.9%,-5%,-15%[10.9 µM],5%
COc1cc(C(=O)N2CCC(NC(=O)C(Cc3ccc(C)cc3)NC(C)=O)CC2)cc(OC)c1OC (stereo unspecified),1.1%,3%,9%,2%
CCN(CC)CCNC(=O)c1cn(CC)c2ccc(S(=O)(=O)N3CCOCC3)cc2c1=O,-1.2%,0%,11%[10.9 µM],19%
Cc1ccc(Cl)cc1NC(=O)CN1C(=O)COc2ccc(S(=O)(=O)N3CCCCCC3)cc21,0.1%,0%,-11%[10.9 µM],?
CCOc1ccccc1NC1c2ccccc2C(=O)N1c1ccc(C)cn1 (stereo unspecified),1.4%,-1%,-11%,8%
CCC1=C2CC[C@H]3C(=O)N(c4ccccc4)C(=O)[C@H]3[C@H]2[C@@]2(Cc3ccccc3)C(=NCCc3c[nH]c4ccccc34)OC(=O)N2C1=O,/,9%,-3%,-1%
O=C(CSc1nc2ccccc2s1)Nc1ncccn1,-5.3%,-19%,-19%,-11%
CCOC(=O)C1=C(CN2CCN(c3cc(C)ccc3C)CC2)NC(=O)NC1c1ccc(Cl)cc1 (stereo unspecified),-1.0%,3%,-9%[10.9 µM],-2%
CCN(Cc1ccccc1)C(=O)C1CCN(S(=O)(=O)c2ccc3c(c2)CCCN3C(C)=O)CC1,3.9%,-5%,-6%[10.9 µM],-25%
CC(C)c1ccc(S(=O)(=O)c2nnn3c2nc(NC2CCCC2)c2sccc23)cc1,-3.1%,8%,-16%[10.9 µM],-23%
Cc1nc(SCC(=O)N2CCC(C(N)=O)CC2)n[nH]1,1.1%,-9%,/,-8%
O=C(OC(C(=O)NC1CCCCC1)c1ccccc1)c1ccco1 (stereo unspecified),/,3%,/,35%
CCOC(=O)c1sc(N2C(=O)c3oc4ccc(C)cc4c(=O)c3C2c2ccccc2F)nc1C (stereo unspecified),1.4%,-11%,8%[10.9 µM],10%
CC1Cc2nc(SCC(=O)NCC3CCCO3)n(Cc3ccccc3)c(=O)c2S1 (stereo unspecified),0.7%,11%,-18%,7%
O=C1Nc2c(Br)cc(Br)cc2C1(O)N1CCOCC1 (stereo unspecified),5.0%,13µM*,-30%,?
COc1ccc(Cl)cc1N(C)C(=O)c1ccc2c(=O)n3c(nc2c1)CCCCC3,?,5%,10%[10.9 µM],-8%

(list continues)
structure,IkB sig inh,p53ts 32C tox,Peg3 imprint,p53ts 39C kill
COc1cc(C2c3c(-c4ccccc4O)n[nH]c3C(=O)N2Cc2ccncc2)cc(OC)c1OC (stereo unspecified),-0.4%,7%,-11%[10.9 µM],4%
COc1ccc(OC)c(NC(=O)CSc2nnc(Cc3cccn3C)n2CCc2ccccc2)c1,2.5%,-4%,-18%,-8%
O=C(Nc1ccccc1)N1CC[C@@]2(CCCN(C(=O)c3cccc(F)c3)C2)C1,-0.5%[11.4 µM],-4%,/,-1%
CC12C=CC3(CN(Cc4ccccc4)C(=O)C3C1C(=O)NC1CC1)O2 (stereo unspecified),0.9%,6%,-16%,4%
